Rpn11 inh: blocks the human proteasome subunit Rpn11; actives 0.59% (n = 360,000); calls only at 20 µM; O00487; human 26S proteasome, Ub4-pepOG fluorescence polarization; 20S core pre-blocked with epoxomicin;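 active means inhibition at 20 µM, scaled to each plate's controls, above about 33%, limit read from the data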
Rin1 Abl inh: blocks binding of human Rin1 to Abl | P00519+Q13671 | TR-FRET Rin1/Abl binding, biochemical | inhibition, % at 7.35 µM | actives 0.4% (n = 360,000) | AID 588664; in the data active means inhibition above about 5%, passing the limit was not always enough
Neddylation inh: cullin neddylation inhibition | calls only at 25 µM | actives 0.58% (n = 360,000) | AID 651699 | P61081+Q13564 | TR-FRET cullin neddylation, biochemical; in the data active means inhibition above about 36%
DNMT1 block: DNMT1 (human) enzyme inhibition; inhibition (reported as % activation of signal), % at 10 µM; DNMT1 molecular beacon, Hinp1I cleavage, fluorescence; actives 0.83% (n = 360,000); AID 588458; P26358; in the data active means inhibition above about 50%
STEP block: inhibitors of human striatal-enriched phosphatase STEP | inhibition, % at 20 µM | recombinant STEP, OMFP fluorogenic substrate, fluorescence | actives 0.25% (n = 360,000) | P54829;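 active means inhibition at 20 µM, scaled per plate between control wells, above about 37%, limit read from the data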;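 further: 0% = DMSO with enzyme and substrate and 100% = substrate only without enzyme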
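Assay system: isolated STEP enzyme. Buffer or medium: pH 6.0 Bis-Tris with DTT and Tween 20. Also added: fluorogenic phosphatase substrate OMFP at 25 µM final. Dosing: 20 µM, 1% DMSO. Timing: 20 min reaction, room temperature, in the dark. Measured by: fluorescence intensity, excitation 480 nm, emission 540 nm. Evaluation: normalized % inhibition.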
Scp1 inh: Scp-1 (human) phosphatase inhibition. AID 493091. inhibition, % at 20 µM. Recombinant Scp1, phosphopeptide, malachite green phosphate absorbance. actives 0.88% (n = 340,000);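 active means inhibition above about 50% at 20 µM, limit read from the data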;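 further: plate controls were DMSO wells with enzyme for no effect and wells lacking enzyme for full effect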
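Test system – truncated SCP-1 phosphatase (76-261aa) · Reagent – Phosphorylated 17-residue peptide substrate · Incubation – 45 min room-temperature reaction, 5 min colour, 30 min stabiliser · Detection – colorimetric phosphate reagent with accelerator and stabiliser, absorbance at 630 nm · Measure – % inhibition at 20 µM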
CSN deneddyl inh: inhibitors of human CSN-mediated cullin deneddylation. Q92905. Purified CSN, SCF-Nedd8-OG deneddylation, fluorescence polarization. inhibition, % at 12.5 µM. actives 0.38% (n = 360,000);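 active means pattern-corrected inhibition above about 35%, with an unprinted fluorescence ratio check between 0.5 and 1.5, limit read from the data, passing the limit was not always enough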;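 further: 0% = enzyme with substrate and 100% = substrate without enzyme; some results filed as inactive read as strong as hits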
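Assay system: Purified human Csn5 enzyme expressed in HEK293T cells | Amount: Enzyme 0.24 nM | Measured by: Fluorescence polarization readout | Medium: Tris/NaCl/DTT buffer, pH 7.5 | Compound dosing: One concentration, 12.5 µM, 0.25% DMSO | Times: 90 min incubation of compound, enzyme and substrate at room temperature | Control set: no-enzyme wells high, enzyme-with-substrate wells low | Read-out: % inhibition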
SUMO1-SIM PPI: SUMO1-SIM interaction modulation. P63165. SUMO1 binding to a labelled peptide, TR-FRET, 1 h. actives 0.33% (n = 360,000). inhibition, % at 20 µM. AID 602429; in the data active means inhibition above about 37%
NadD inh: inhibitors of Staphylococcus aureus NadD. actives 0.78% (n = 360,000). inhibition, % at 20 µM. purified NadD enzyme, colorimetric absorbance read-out; in the data active means inhibition above about 26%; further: some compounds past the cut are filed as inactive
LMPTP block: LMPTP (human) inhibition | P24666 | recombinant LMPTP-A, OMFP fluorogenic substrate, fluorescence intensity | inhibition, % at 20 µM | actives 0.22% (n = 360,000);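 active means compounds that cut the enzyme signal by at least half of the control window in the single-dose screen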;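 further: plate controls were DMSO wells with enzyme plus substrate for no effect and substrate without enzyme for full effect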
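Material: LMPTP-A; amount: 0.625 nM enzyme; doses: single 20 µM dose; times: reaction 50 min, room temperature, dark; technique: fluorescence intensity of OMFP turnover product; benchmarks: no-enzyme and uninhibited controls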
* hit, by the source's call; i = inactive; . = no result given.

Values run as follows: LMPTP block	NadD inh	SUMO1-SIM PPI	Neddylation inh	Scp1 inh	STEP block	Rpn11 inh	Rin1 Abl inh	DNMT1 block	CSN deneddyl inh
- CC1CN(S(=O)(=O)c2cc(C(=O)N(C)Cc3cccs3)ccc2Cl)CC(C)O1 (stereo not given)
 : -0.9	-2	3	i	2	1	i	4	0	2
- CCOc1cc(N2CCOCC2)c(OCC)cc1NC(=O)c1nc2nc(C)cc(C)n2n1
 : 0.1	0	1	i	-6	0	i	-1	-1	0
- CC(C)Oc1ccc(C(CCNCc2ccc(O)cc2)c2ccccc2)cc1 (stereo not given)
 : 1.3	-1	-7	i	0	2	i	5	-1	1
- Cn1cnc(S(=O)(=O)Nc2ccc(OC(F)(F)F)cc2)c1
 : -1.8	-2	-2	i	-3	-3	i	4	6	0
- Cc1ccccc1N(C)S(=O)(=O)c1ccc2[nH]cc(C(=O)NCC3CCCO3)c(=O)c2c1 (stereo not given)
 : 0.4	2	6	i	-6	4	i	0	0	1
- COc1cc(C(=O)OCC(=O)N(C)Cc2ccccc2)cc(OC)c1OC
 : -3.0	0	-4	i	-12	-3	i	1	-2	2
- COCCn1c(Sc2ccc(C)cc2)nc2c1c(=O)[nH]c(=O)n2C
 : 0.1	-4	-2	i	5	1	i	-1	2	-4
- COc1ccc(S(=O)(=O)N2CCOCC2)cc1C(=O)NCc1ccccc1CN1CCCC1
 : -0.9	3	-5	i	-4	-2	i	0	4	0
- Cc1ccc(C(=O)COC(=O)C2CCC2)cc1
 : 3.5	-8	3	i	-2	0	i	0	2	1
- CCOC1=NN(c2ncc(C(F)(F)F)cc2Cl)C(=O)C1
 : 1.7	0	-2	i	-7	2	i	-1	10	-4
- Cc1ccccc1NC(=S)NC(C)C(c1cccs1)N1CCOCC1 (stereo not given)
 : -1.0	-5	4	i	-4	3	i	-1	0	1
- O=C(NCCCn1ccnc1)c1noc2c1CCc1ccccc1-2
 : 0.5	0	3	i	-8	-2	i	0	-11	1
- O=C(NCCc1ccccc1)c1cnc(Cl)c(Cl)c1
 : -1.0	-7	-4	i	0	2	i	1	4	-1
- OCC1(Cc2ccccc2)CCN(Cc2ccc(C(F)(F)F)cc2)CC1
 : 0.0	-5	0	i	-3	2	i	3	5	1
- O=S(=O)(c1ccc2nc(SCc3cccc(Cl)c3)[nH]c2c1)N1CCOCC1
 : -0.7	-2	1	i	-11	-1	i	-1	-4	-16
- O=C(Cc1cc(=O)[nH]c(=O)[nH]1)NCC1CCCO1 (stereo not given)
 : -1.1	1	3	i	-6	-3	i	-2	1	3
- Cc1ccc(-c2nc(NCCCN(C)C)c3ccccc3n2)cc1
 : 46	-3	-6	i	.	-4	i	1	13	-8
- Cc1cc(C)nc(SCC(=O)OCN2C(=O)c3ccccc3C2=O)n1
 : -0.1	2	-7	i	-4	-2	i	-1	5	-7
- O=C1OCCN1C(=O)[C@H]1[C@H](c2ccc(Cl)cc2)C(c2cccc(Cl)c2)=NN1c1ccccc1
 : 2.9	28	-8	.	-8	-2	i	0	-6	100
- Cc1oc(-c2ccc3ccccc3c2)nc1CN(C)C(C)c1ccncn1 (stereo not given)
 : 0.5	6	-10	i	-7	2	i	-2	-12	3

Next entries follow.
Values run as follows: LMPTP block	NadD inh	SUMO1-SIM PPI	Neddylation inh	Scp1 inh	STEP block	Rpn11 inh	Rin1 Abl inh	DNMT1 block	CSN deneddyl inh
- CSc1nc2c(c(-c3ccc(O)cc3)c1C#N)CCC2
 : 2.0	-4	4	i	0	0	i	0	-5	2
- CC(C)n1c(O)c(N=Nc2ccc(Cl)c(C(=O)O)c2)c2ccccc21
 : 0.9	-6	-6	i	-20	4	i	-4	5	-1
- COCCN(C(=O)COC(=O)c1cc2c(s1)CCC2)c1c(N)n(Cc2ccccc2)c(=O)[nH]c1=O
 : 72*	11	112*	i	88*	96*	.	3	101*	42
- CSc1ncc(S(=O)(=O)c2ccccc2)c(=O)[nH]1
 : -0.1	4	-1	i	3	-1	i	0	2	-4
- CCOC(=O)c1c(NC(=O)COC(=O)c2c(C)noc2C)sc2c1CCC2
 : 1.5	9	1	i	-2	2	i	4	-3	8
- CC/C=C\[C@H](O)[C@H](O)C1=C(C)C(=O)[C@]2(O1)C(=O)N[C@@](OC)(C(=O)c1ccccc1)C2O (stereo not given in full)
 : -0.4	1	0	i	20	0	i	-2	-4	4
- O=C(COc1ccc([N+](=O)[O-])cc1)Nc1cccc(C(=O)Nc2ccccc2C(=O)O)c1
 : 0.5	-2	-8	i	-6	-1	i	2	0	0
- CC1(C(=O)NS(=O)(=O)C2CC2)CCN(C(=O)c2cccc(OC(F)(F)F)c2)C1 (stereo not given)
 : -1.1	6	2	i	.	2	i	-2	0	3
- COc1cc(/C=N/NC(=O)c2cccc(S(=O)(=O)N3CCCC3)c2)ccc1O
 : -0.3	0	-4	i	-1	0	i	-3	0	-3
- COc1ccc(C(=O)/C(=C\c2ccco2)N2C=CC=CC2=C(C#N)C#N)cc1
 : 0.4	-3	-8	.	-9	1	i	1	3	0
- O=C(Nc1ccc2c(c1)OCCO2)C1CCN(S(=O)(=O)c2ccccc2)CC1
 : -1.1	-3	39	i	1	1	i	-1	3	-4
- CCNC(=O)CC1C(=O)N(c2ccc(C)cc2)C(=O)N1CCC(C)C (stereo not given)
 : -1.7	-3	0	i	-15	1	i	3	1	3
- O=C(O)C1CC=CCC1C(=O)N1CC=C(c2ccccc2)CC1 (stereo not given)
 : -0.3	0	-1	i	7	1	i	-3	3	105
- COc1ccc(NC(=O)CCCCCN2C(=O)c3cccc([N+](=O)[O-])c3C2=O)c(OC)c1
 : 0.4	2	-35	i	-2	4	i	0	-7	-3
- N#Cc1ccccc1Cn1cc(/C=C/[N+](=O)[O-])c2ccccc21
 : 3.2	-2	-10	i	-21	0	i	-3	-1	6
- CC(C)n1nc(C(=O)Nc2cccc(S(=O)(=O)N3CCCCC3)c2)c2ccccc2c1=O
 : 3.1	1	0	i	-10	2	i	6	1	-8
- Cc1ccc(/C=N/NC(=O)CNC(=O)c2cccs2)cc1
 : 0.1	-2	-5	i	-2	1	i	2	0	1
- COc1cc(/C=N/NC(=O)c2ccc(COc3cc(C)ccc3C(C)C)cc2)cc(OC)c1O
 : 2.3	29	5	i	0	4	i	-4	-12	-6
- COc1ccc(C(=O)Cc2cnn(-c3ccccc3)c2)c(O)c1
 : -0.4	-6	3	i	-15	-2	i	2	1	0
- CCCCN(C(=O)CC1CCCC1)c1c(N)n(Cc2ccccc2)c(=O)[nH]c1=O
 : -1.4	4	-1	i	.	-2	i	-3	1	-2

(listing goes on)
Values run as follows: LMPTP block	NadD inh	SUMO1-SIM PPI	Neddylation inh	Scp1 inh	STEP block	Rpn11 inh	Rin1 Abl inh	DNMT1 block	CSN deneddyl inh
- O=C(NCCc1ccccc1)c1ccc(=O)oc1
 : -0.8	-1	-7	i	-2	1	i	-2	2	-3
- O=C1CCCC2=C1C(c1ccc3c(c1)OCO3)c1c([nH]n(-c3ccccc3)c1=O)N2 (stereo not given)
 : -1.6	-1	-9	i	-2	0	i	-4	-9	-5
- CCCNC(=O)C1CC(=O)N(c2ccc(OCc3ccccc3)cc2)C1 (stereo not given)
 : -0.7	0	-1	i	.	2	i	2	-1	-3
- Cc1cc(C)c(C)c(OCCCCN2CCCCC2)c1
 : -1.2	-2	-1	i	0	2	i	-1	-1	2
- Cc1ccc(OCc2nnc(SCC(=O)O)n2-c2ccccc2)cc1
 : -1.8	-2	1	i	-7	4	i	-3	0	-2
- Cc1ccc(NC(=O)CN2CCN(Cc3ccccc3)CC2)cc1F
 : -1.6	-9	0	i	-10	-4	i	-1	-1	-4
- Cc1nc(-c2cccc(Br)c2)ccc1C(=O)O
 : -1.5	9	1	i	-12	1	i	-6	1	0
- O=C(NC1CCCCC1)c1ccc(Cn2cc(Cl)cn2)cc1
 : -1.6	1	6	i	-2	2	i	5	0	-5
- CCCN1CN(Cc2ccco2)c2nc3ccccc3n2C1
 : 1.3	0	1	i	-11	-4	i	-5	0	-1
- Cc1cc(NC(=O)CSCC(=O)N(c2ccc(F)cc2)C(C(=O)NC2CCCCC2)c2ccc(O)c(O)c2)no1 (stereo not given)
 : -1.1	2	2	i	38	-4	i	1	5	-15
- CCOC(=O)c1ccccc1N1C(=O)CSC1=S
 : 0.5	-5	3	i	-6	-4	i	2	1	3
- COc1cccc2sc(=NC(=O)CS(=O)(=O)c3ccc(Cl)cc3)n(C)c12
 : 2.7	-4	-45	i	-3	2	i	0	-4	-4
- COc1ccc(C(=O)NNC2=CC(=O)CC(C)(C)C2)cc1
 : -0.2	4	-2	i	6	0	i	-4	-3	-4
- CC1CC(=O)c2cnc(Nc3cccc(C(F)(F)F)c3)nc2C1 (stereo not given)
 : 2.4	2	1	i	0	-1	i	2	-7	0
- COc1ccc(CCC(=O)NCCS(=O)(=O)N2CCN(c3ccc(F)cc3)CC2)cc1
 : 0.7	-2	8	i	-7	-1	i	3	2	2
- COC(=O)c1ccc(N2CCS(=O)(=O)CC2)cc1
 : 0.1	-6	3	i	7	-5	i	0	59*	-5
- O=C(CSc1nnnn1-c1cccnc1)Nc1cccc(Cl)c1
 : -0.6	0	4	i	-6	-1	i	2	3	-1
- O=C(COC(=O)c1ccc([N+](=O)[O-])cc1Cl)NCc1ccco1
 : 0.0	1	-41	i	1	2	i	-1	2	-1
- CC(C)c1nnc(SCC(=O)N2CCOCC2)n1C
 : -2.2	-5	2	i	0	0	i	1	2	2
- COc1ccc(N2CCN(C(=O)c3cccc(S(=O)(=O)N4CCOCC4)c3)CC2)cc1
 : 0.1	1	1	i	-1	2	i	4	-2	-6

Full records from above. Order of screens: LMPTP block | NadD inh | SUMO1-SIM PPI | Neddylation inh | Scp1 inh | STEP block | Rpn11 inh | Rin1 Abl inh | DNMT1 block | CSN deneddyl inh
Profile of `CCCN1CN(Cc2ccco2)c2nc3ccccc3n2C1` → 1.3 | 0 | 1 | i | -11 | -4 | i | -5 | 0 | -1
Profile of `COc1ccc(C(=O)NNC2=CC(=O)CC(C)(C)C2)cc1` → -0.2 | 4 | -2 | i | 6 | 0 | i | -4 | -3 | -4
Profile of `Cc1ccc(NC(=O)CN2CCN(Cc3ccccc3)CC2)cc1F` → -1.6 | -9 | 0 | i | -10 | -4 | i | -1 | -1 | -4
Profile of `O=C(COC(=O)c1ccc([N+](=O)[O-])cc1Cl)NCc1ccco1` → 0.0 | 1 | -41 | i | 1 | 2 | i | -1 | 2 | -1

Next results follow:
Values run as follows: LMPTP block	NadD inh	SUMO1-SIM PPI	Neddylation inh	Scp1 inh	STEP block	Rpn11 inh	Rin1 Abl inh	DNMT1 block	CSN deneddyl inh
- COc1ccccc1NC(=O)CCN1CCCCCC1
 : 0.2	-1	-1	i	2	-1	i	-3	-2	3
- COc1cccc(CNS(=O)(=O)c2ccc3c(c2)N(C)CCO3)c1
 : -0.3	-1	1	i	-2	1	i	0	-1	8
- CCN(CC)CCn1c(NC(=O)c2ccccc2O)nc2ccccc21
 : -0.2	-5	3	.	-6	2	i	0	-4	2
- Cc1nc2ncnn2c(C)c1CCC(=O)N1CCN(Cc2ccccc2)CC1
 : -0.9	6	0	i	-3	1	i	0	3	1
